GLS inh: qHTS for Inhibitors of Glutaminase (GLS). Glutaminase kidney isoform, mitochondrial (Homo sapiens), O94925. GLS enzymatic activity, qHTS titration. Potency, µM (highest dose often 45.5 µM), for inactives: at the highest dose activity change, negative = inhibition, most hits filed as inhibitors. 0.21% of 410,000 active. AID 624170, 2012; note: potency is the fitted concentration of half-maximal effect; % is set by controls: 0 for no effect and ±100 for the full control effect
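Glutamate formation by hKGA was monitored fluorometrically using coupled glutamate oxidase, HRP and Amplex Red. Substrate was added as 1 mM L-glutamine solution; incubation was 30 min at RT after an initial read.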
HP1b chromo inh: HTS for Inhibitors of HP1-beta Chromodomain Interactions with Methylated Histone Tails; Potency, µM (highest dose often 114 µM), inactives show at the top dose activity change, negative = inhibition, actives largely listed as inhibitors; AID 540317, 2011; AlphaScreen HP1-beta / biotin-H3K9me3 peptide binding; 0.56% of 390,000 active; Chromobox protein homolog 1 (Homo sapiens), P83916; note: potency is the fitted concentration of half-maximal effect; nearly all actives have a fitted effect of over 70% in size; inactives centre near 23
Target sequence (P83916 whole entry, looked up): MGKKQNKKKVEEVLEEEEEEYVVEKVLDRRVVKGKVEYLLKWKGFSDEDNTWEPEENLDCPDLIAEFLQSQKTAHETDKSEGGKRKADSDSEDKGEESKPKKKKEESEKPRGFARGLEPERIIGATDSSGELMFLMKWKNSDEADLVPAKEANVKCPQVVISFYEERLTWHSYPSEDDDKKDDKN
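AlphaScreen: HP1-beta (50 nM) preformed 30 min with biotin-H3(1-18)K9me3 peptide (50 nM) in PBS pH 7.4, 0.01% Tween-20. Compound added for 30 min at RT, then streptavidin donor/nickel chelate acceptor beads (10 ug/mL) for 30 min.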
POLH inh: qHTS for Inhibitors of Polymerase Eta; recombinant Pol eta, fluorescent DNA replication assay; Potency, µM (series often up to 114 µM), without a hit: at the highest dose activity change, negative = inhibition, usual class: inhibitors; 1.2% of 390,000 active; AID 588591, 2011; note: potency is the fitted concentration of half-maximal effect; % is set by controls: 0 for no effect and ±100 for the full control effect
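Pol eta (10 nM) was preincubated with compounds for 15 min at room temperature, after which fluorescent replication substrate (50 nM final) was added to start the reaction. Fluorescence was read kinetically at 0 and 10 min.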
Tb PGK inh: qHTS Assay to Find Inhibitors of Phosphoglycerate Kinase; Phosphoglycerate kinase, glycosomal (Trypanosoma brucei brucei), P07378; PGK/GAPDH coupled, Kinase-Glo luminescence, 60 min; Potency, µM (series often up to 57.5 µM), inactives show top-dose activity change, negative = inhibition, usual class: inhibitors; 0.043% of 380,000 active; AID 602233, 2012; note: potency is the fitted concentration of half-maximal effect; % is set by controls: 0 for no effect and ±100 for the full control effect; nearly all actives have a fitted effect of over 60% in size
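Luminescent ATP detection (Kinase-Glo Plus) follows a 60-minute room-temperature incubation, with wells lacking PGK as controls. Buffer: 100 mM TEA (pH 7.6), 5 mM MgCl2, 0.01% Tween-20. Coupling enzyme GAPDH (100 nM final) supplies unstable 1,3-BPG in-well.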
JMJD2A Tudor inh: qHTS Assay for Inhibitors of JMJD2A-Tudor Domain. AlphaScreen JMJD2A-Tudor / H3K4me3 peptide binding. Potency, µM (top dose mostly 114 µM), without a hit: at the highest dose activity change, negative = inhibition, most hits filed as inhibitors. 4.4% of 390,000 active; note: potency is the fitted concentration of half-maximal effect; % is set by controls: 0 for no effect and ±100 for the full control effect; nearly all actives have a fitted effect of over 50% in size
PI4K2A block: qHTS for small molecular inhibitors of PI4K2A; Phosphatidylinositol 4-kinase type 2-alpha (Homo sapiens), Q9BTU6; AID 1346378, 2018; activity change, negative = inhibition, % at 76.9 µM; purified PI4K2A, ADP-Glo luminescence, 1 h; hits give low values; 0.13% of 420,000 active; in the data active = activity change below about -50%; inconclusive = mostly about -30% to -49%;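 note: -100% = wells without enzyme as full effect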
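PI4K2A activity was measured by ADP-Glo luminescence: enzyme (4 ug/mL stock) and phosphatidylinositol (1.2 mM stock) in Tris pH 7.5/MgCl2/EGTA/Triton X-100 buffer were reacted with ATP (300 microM stock) for one hour at ambient temperature.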
Pin1 inh: qHTS Assay to Find Inhibitors of Pin1 | Peptidyl-prolyl cis-trans isomerase NIMA-interacting 1 (Homo sapiens), Q13526 | Pin1 FP peptide displacement, HiFluor488, 10 min | Potency, µM (series often up to 115 µM), for the others: at the top dose activity, negative = inhibition, hits mostly inhibitors | 0.009% of 390,000 active | AID 504891, 2011; active = well fitted inhibition curve with a large enough effect in the polarisation, with a control signal flat, not every such curve was filed as active; inconclusive = small, poorly fitted or top-dose-only effect, or effect the other way, or a change in a side signal; inactive = no such curve, though single readings can be large or run the other way; the % refers to the polarisation; note: potency is the fitted concentration of half-maximal effect; % is set by controls: 0 for no effect and ±100 for the full control effect
Target sequence (Q13526 whole entry, looked up): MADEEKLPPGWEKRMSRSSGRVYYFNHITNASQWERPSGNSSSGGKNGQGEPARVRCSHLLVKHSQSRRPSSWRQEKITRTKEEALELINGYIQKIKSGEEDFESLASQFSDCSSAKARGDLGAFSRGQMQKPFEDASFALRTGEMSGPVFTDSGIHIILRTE
G9a block: qHTS Assay for Inhibitors of Histone Lysine Methyltransferase G9a | G9a H3K9 monomethylation, AlphaScreen, 2 h | Potency, µM (top dose mostly 102 µM), for inactives: top-dose activity, negative = inhibition, hits mostly inhibitors | 8.8% of 350,000 active; note: potency is the fitted concentration of half-maximal effect; % is set by controls: 0 for no effect and ±100 for the full control effect; nearly all actives have a fitted effect of over 75% in size
Target sequence (Q96KQ7 913-1193 limits assumed): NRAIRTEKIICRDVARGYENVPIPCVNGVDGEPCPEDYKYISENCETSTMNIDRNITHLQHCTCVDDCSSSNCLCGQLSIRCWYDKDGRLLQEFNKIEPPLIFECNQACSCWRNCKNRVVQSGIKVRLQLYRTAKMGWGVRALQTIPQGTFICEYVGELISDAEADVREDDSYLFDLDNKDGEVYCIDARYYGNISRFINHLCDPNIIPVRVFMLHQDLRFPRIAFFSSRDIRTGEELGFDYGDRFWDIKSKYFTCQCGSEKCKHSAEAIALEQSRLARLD
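Readings reflect AlphaScreen signal from monomethyl-H3K9 antibody detection. HMT at 20 nM; substrate b-H3K9 500 nM; cofactor SAM 20 uM; 2 h RT reaction; compounds tested as titrations in qHTS with 15 min preincubation.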
BAZ2B inh: qHTS Assay for Inhibitors of BAZ2B; AlphaScreen BAZ2B-H3K14Ac peptide displacement; Potency, µM (titrated, usually from 114 µM), for the others: at the top dose activity change, negative = inhibition, actives largely listed as inhibitors; 4.4% of 360,000 active; note: potency is the fitted concentration of half-maximal effect; % is set by controls: 0 for no effect and ±100 for the full control effect; nearly all actives have a fitted effect of over 60% in size
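Multi-concentration screen (max 110 uM) measuring displacement of acetylated histone H3 peptide from BAZ2B by AlphaScreen, using 50 nM protein, 50 nM peptide and 10 ug/mL streptavidin donor plus Ni-chelate acceptor beads.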
* hit, by the source's call; i = inactive; ? = inconclusive; . = no result given; [ ] = dose if it differs, or a comment. Unless noted, calls come from the whole dose curve; as a rule, active = well fitted curve in the direction sought with a large enough effect; inconclusive = small, poorly fitted or top-dose-only effect, or another doubt; inactive = no such curve, though single readings can be large; an effect the other way counts as inactive or inconclusive. This is a subset, so the mix of outcomes need not match the whole.

1: N=c1c2c(-c3ccccc3)c(-c3ccccc3)n(Cc3ccccc3)c2ncn1CCCO
2: CSc1ccccc1NC(=O)CN(C)C(C)C(=O)NCc1ccc2c(c1)OCO2 (stereo not given)
3: CC1=C(C(=O)Nc2ccccc2)C(c2ccncc2)n2nc(SCc3ccccc3F)nc2N1 (stereo not given)
4: COc1cccc(C(=O)NNC(=O)c2ccccc2-n2cccc2)c1
5: O=C(Nc1ccccc1N1CCOCC1)c1ccc([N+](=O)[O-])s1
6: O=C(c1ccc2c(=O)n(-c3ccccc3)c(=S)[nH]c2c1)N1CCCCC1
7: Cc1cccn2c(=O)nc(SCC(=O)N3N=C(c4cccs4)CC3c3ccc(F)cc3)nc12 (stereo not given)
8: C=CCn1c(=S)sc2c(=O)[nH]cnc21

Compound	1	2	3	4	5	6	7	8
GLS inh	0%	5%	-5%	-1%	0%	-22%	9%	1%
HP1b chromo inh	18%	?	18%	22%	?	43%[activator]	22%	30%[activator]
POLH inh	-6%	-6%	-3%	11%	4%	-13%	-24%	4%
Tb PGK inh	-6%	i	-2%	6%	-4%	0%	2%	-7%
JMJD2A Tudor inh	-27%	5µM*	-10%	-15%	?	?	-17%	0%
PI4K2A block	2	9	1	0	0	-2	4	-1
Pin1 inh	-7%	-17%	-1%	6%	2%	-1%	30%	0%
G9a block	.	.	-6%[59 µM]	-17%	.	?	?	-4%
BAZ2B inh	?	.	-9%	-19%	.	-22%	6%	-2%

9: COCCN(Cc1nc(C2(c3ccc(C)cc3)CCCC2)no1)C(C)C
10: O=C1CS/C(=N\N=C\c2ccccc2Cl)N1CC1CC1
11: Cc1cccc(C)c1-n1c(SCC(=O)N2CC(=O)Nc3ccccc32)nc2ccccc2c1=O
12: CC1(C2CC2)NC(=O)N(CC(=O)N2CCN(S(=O)(=O)c3ccc(F)c(F)c3)CC2)C1=O (stereo not given)
13: CCCCC1=CC2=CC(=O)C(C)(OC(=O)CC)C(=O)C2=CN1CCc1ccccn1 (stereo not given)
14: COCCN(C(=O)COC(=O)/C=C/c1cccc(C(F)(F)F)c1)c1c(N)n(CC(C)C)c(=O)[nH]c1=O
15: CC(C)CC(=O)NC(=S)NCc1ccccc1
16: CCOc1ccccc1/C=C/c1onc(C)c1S(=O)(=O)N1CCC(C(=O)NC)CC1

Compound	9	10	11	12	13	14	15	16
GLS inh	6%	0%	23%	-1%	0%	0%	-18%	1%
HP1b chromo inh	61%[activator]	35%	20%	21%	10%	25%	12%	37%
POLH inh	-10%	-5%	-25%	-11%	-3%	-22%	-9%	-14%
Tb PGK inh	-9%	-4%	1%	i	-3%	-2%	-11%	3%
JMJD2A Tudor inh	28%	7%	-24%	21%	-28%	-8%	4%	-13%
PI4K2A block	-1	3	-1	-2	-10	-1	-24	-1
Pin1 inh	0%	-8%	23%	-1%	?	-4%	6%	13%
G9a block	.	36%[activator][59 µM]	-1%[59 µM]	.	1%[59 µM]	.	14%[59 µM]	.
BAZ2B inh	40%[activator]	4%	-28%	9%	-21%	.	10%	0%

Down the list, from the results shown:
Entries 3–14 in Tb PGK inh, in turn: -2%, 6%, -4%, 0%, 2%, -7%, -9%, -4%, 1%, i, -3%, -2%
Entries 3–14 in GLS inh, in turn: -5%, -1%, 0%, -22%, 9%, 1%, 6%, 0%, 23%, -1%, 0%, 0%

(next part)
17: CCc1nn(-c2ccccc2)c2nc(-c3ccccc3OC)c3cc(OC)c(OC)cc3c12
18: CCCOc1ccc(CNC(=O)Cc2cccs2)cc1
19: Cn1c(CCNC(=O)C2CCCCC2)nc2cc(NC(=O)c3cccs3)ccc21
20: COc1ccc(N(CCC(=O)NCCc2ccccc2)S(=O)(=O)c2ccc(C)cc2C)cc1
21: COCCNC(=O)CSc1ncnc2sccc12
22: Cc1nc(C)c(C(=O)C2=C(O)C(=O)N(CCN3CCOCC3)C2c2ccco2)s1 (stereo not given)
23: CCCCn1c(SCC(=O)N2CC(C)CC(C)C2)nc2cc(S(N)(=O)=O)ccc21 (stereo not given)
24: COc1ccc(-c2cc3cc4c(cc3cn2)OCO4)cc1

Compound	17	18	19	20	21	22	23	24
GLS inh	4%	-23%	19%	-2%	0%	13%	-12%	-14%
HP1b chromo inh	74%[activator]	63%[activator]	-10%	24%	27%	6%	-2%	28%
POLH inh	-12%	-10%	3%	-12%	-15%	?	-6%	-13%
Tb PGK inh	1%	-1%	7%	-2%	5%	-8%	-3%	i
JMJD2A Tudor inh	21%	7%	?	-21%	-12%	?	-13%	-2%
PI4K2A block	-1	1	2	2	4	-2	1	4
Pin1 inh	?	-5%	31%[activator]	15%	-3%	?	0%	-6%
G9a block	20%[59 µM]	-5%	0%	12%[12.7 µM]	10%[59 µM]	?	-6%	.
BAZ2B inh	-8%	11%	-15%	-2%	-2%[57.1 µM]	-30%	2%	.

25: CC(C)c1ccc(OCc2cc(=O)n3c4c(sc3n2)CCCC4)cc1
26: CSc1nc(N(C)NC(=O)c2ccc(F)cc2)c2ccccc2n1
27: CCOC(=O)c1c(C)[nH]c(C(=O)OCC(=O)N2CCc3ccccc32)c1C
28: Cc1ccc(C)n1CCN1CCN(CC(=O)Nc2ccc(S(N)(=O)=O)cc2)CC1
29: Cc1cccc(N2CCN(C(=O)CCCn3c(=O)[nH]c4ccsc4c3=O)CC2)c1C
30: COc1ccc(-c2noc(C3CCCN(C(=O)c4ccccc4OC)C3)n2)cc1 (stereo not given)
31: COC(=O)CCC(=O)c1oc2ccc(OC)cc2c1N
32: COC(=O)NCC(c1ccco1)N1CCN(c2ccccc2)CC1 (stereo not given)

Compound	25	26	27	28	29	30	31	32
GLS inh	18%	15%	8%	6%	2%	16%	24%	27%
HP1b chromo inh	44%[activator]	34%	22%	4%	29%	35%	-7%	64%[activator]
POLH inh	-13%	7%	3%	10%	-22%	-9%	2%	-18%
Tb PGK inh	6%	-2%	7%	i	8%	-10%	-3%	i
JMJD2A Tudor inh	6%	-4%	5%	-18%	-8%	-15%	?	4%[11.4 µM]
PI4K2A block	-2	-2	3	45	-8	-9	1	-4
Pin1 inh	-13%	0%	4%	3%	7%	1%	-1%	-7%
G9a block	10%[59 µM]	?	1%	32%[12.7 µM]	9%[59 µM]	13%[59 µM]	?	12%
BAZ2B inh	2%	-2%	4%	-35%	0%	-10%	-28%	-9%

2 of the compounds above, field by field:
30) COc1ccc(-c2noc(C3CCCN(C(=O)c4ccccc4OC)C3)n2)cc1 (stereo not given)
  GLS inh: 16%
  HP1b chromo inh: 35%
  POLH inh: -9%
  Tb PGK inh: -10%
  JMJD2A Tudor inh: -15%
  PI4K2A block: -9
  Pin1 inh: 1%
  G9a block: 13%[59 µM]
  BAZ2B inh: -10%

25) CC(C)c1ccc(OCc2cc(=O)n3c4c(sc3n2)CCCC4)cc1
  GLS inh: 18%
  HP1b chromo inh: 44%[activator]
  POLH inh: -13%
  Tb PGK inh: 6%
  JMJD2A Tudor inh: 6%
  PI4K2A block: -2
  Pin1 inh: -13%
  G9a block: 10%[59 µM]
  BAZ2B inh: 2%

The list continues:
33: COc1ccccc1NC(=O)Nc1ccnn1C1CCN(C(=O)c2cccnc2)CC1
34: CC(=O)c1ccc(C(=O)N2CCCC(C(=O)c3ccc(Cl)cc3)C2)s1 (stereo not given)
35: Cc1ccc2cn[nH]c2c1NC(=S)NC(=O)c1ccccc1
36: CCOC(=O)N1CCN(c2c(NCCN3CCN(c4ccccc4F)CC3)c(=O)c2=O)CC1
37: Cc1cc(NC(=O)CCC(=O)N(c2cccc(F)c2)C(C(=O)NC2CCCC2)c2ccc(C)o2)no1 (stereo not given)
38: CSc1ccccc1C(=O)OCC(=O)N1CCCC1=O
39: CCOC(=O)C1CCN(C(=O)NS(=O)(=O)c2ccc(C)cc2)CC1
40: COC(=O)c1cc(-c2ccc(C)o2)nc2ccccc12

Compound	33	34	35	36	37	38	39	40
GLS inh	4%	3%	29%	-6%	-9%	-3%	0%	-4%
HP1b chromo inh	3%[57 µM]	23%	-2%	26%	-9%	23%	22%	?
POLH inh	-10%	6%	-15%	-17%	-11%	0%	-20%	?
Tb PGK inh	-11%	-1%	3%	7%	i	-7%	-2%	-7%
JMJD2A Tudor inh	-19%	-11%	-31%	4%	-25%	-1%	-2%	?
PI4K2A block	-6	1	2	0	-9	-4	2	4
Pin1 inh	0%	0%	1%	1%	-2%	-6%	0%	1%
G9a block	19%	.	-9%	11%	-13%[59 µM]	?	15%	?
BAZ2B inh	-27%	-16%	-6%	-10%	-9%	-3%	.	?

Bioassay records (PubChem BioAssay)
